BoNT A protease – blocks Botulinum neurotoxin A light chain protease; inhibition, % at 10 µM; hit rate 0.17% among 360,000; AID 588499; multiplex microsphere protease substrate cleavage, flow cytometry; also: plate controls were buffer without enzyme for full effect and enzyme alone for no effect
Anthrax LF prot – inhibitors of Bacillus anthracis lethal factor protease | AID 588501 | inhibition, % at 10 µM | multiplex microsphere protease cleavage assay, LF | hit rate 0.12% among 360,000; also: plate controls were buffer without enzyme for full effect and enzyme alone for no effect
Target sequence (P15917 whole entry, looked up): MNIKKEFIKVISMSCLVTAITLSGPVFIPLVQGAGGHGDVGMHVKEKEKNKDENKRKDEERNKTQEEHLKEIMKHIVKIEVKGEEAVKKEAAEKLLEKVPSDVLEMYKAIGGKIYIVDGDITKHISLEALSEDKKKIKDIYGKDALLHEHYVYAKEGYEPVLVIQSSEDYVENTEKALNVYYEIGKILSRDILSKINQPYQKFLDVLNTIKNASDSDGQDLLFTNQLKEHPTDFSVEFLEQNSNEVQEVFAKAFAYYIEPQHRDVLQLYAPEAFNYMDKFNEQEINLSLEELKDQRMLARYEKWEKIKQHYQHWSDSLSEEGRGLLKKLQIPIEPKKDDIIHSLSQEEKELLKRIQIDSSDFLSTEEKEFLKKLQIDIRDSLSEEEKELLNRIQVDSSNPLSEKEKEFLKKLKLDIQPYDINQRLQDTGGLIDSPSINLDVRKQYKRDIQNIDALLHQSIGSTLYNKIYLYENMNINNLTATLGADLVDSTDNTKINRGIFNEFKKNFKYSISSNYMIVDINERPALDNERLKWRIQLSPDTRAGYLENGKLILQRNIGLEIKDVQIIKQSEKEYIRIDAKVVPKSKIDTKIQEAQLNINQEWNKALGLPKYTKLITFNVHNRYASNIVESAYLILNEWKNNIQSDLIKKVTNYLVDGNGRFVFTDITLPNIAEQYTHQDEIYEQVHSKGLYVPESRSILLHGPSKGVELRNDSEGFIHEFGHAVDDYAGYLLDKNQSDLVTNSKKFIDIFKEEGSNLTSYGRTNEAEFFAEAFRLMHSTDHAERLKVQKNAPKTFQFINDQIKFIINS
PfHsp40 yeast – restores yeast growth despite PfHsp40 toxicity; S. cerevisiae expressing PfHsp40, growth rescue, ATP luminescence; hit rate 0.68% among 340,000; growth rescue, % at 12.5 µM; AID 504582; in the data active = growth rescue above about 28%, passing the limit was not always enough; inconclusive = no clear call, values can overlap the other calls;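 also: yeast W303a lacking pdr1 and pdr3 grown in galactose medium; growth measured after three days at 30 °C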
SARS 3CLpro inh – SARS-CoV 3CLpro protease inhibition; P0C6X7; recombinant SARS-CoV 3CLpro, quenched FRET peptide cleavage; inhibition, % at 6 µM; hit rate 0.14% among 290,000; in the data active = inhibition above about 12%
Y pestis TopoI – Y. pestis Topo-I inhibition via cleavage products; Y. pestis Topo-I cleavage product accumulation, plate reader; activity, % at 10 µM; hit rate 0.064% among 360,000; in the data active = activity above about 50%, passing the limit was not always enough; inconclusive = no clear call, values can overlap the other calls; also: inactives centre near 2
TcdB GH inh – blocks C. difficile toxin B glycohydrolase activity; hit rate 0.24% among 350,000; AID 652162; P18177; TcdB glycohydrolase enzymatic assay, plate reader; inhibition, % at 9.99 µM; in the data active = inhibition above about 10%
PrPC surface inh – cell surface PrPC inhibition, primary TR-FRET screen. P04156. TR-FRET read-out. inhibition, % at 13.8 µM. hit rate 0.43% among 370,000; in the data active = inhibition above about 24%; also: 0% = median of the test wells and 100% = reference compound wells
SSB-PriA inh – blocks PriA binding to SSB C-terminal tail; AlphaScreen SSBct-PriA binding, biotinylated peptide; inhibition, % at 33 µM; hit rate 0.6% among 430,000; in the data active = inhibition mostly above about 37%, no sharp cut-off; inactive = mostly below about 20%;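 also: plate controls were negative control peptide for no effect and reference peptide for full effect; strong numbers were not always called active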
BH1578 lux ind – induces V. cholerae light production without autoinducers; hit rate 0.16% among 350,000; activation, % at 18.7 µM; V. cholerae BH1578 lux reporter, luminescence, 6 h; in the data active = activation mostly above about 9.7%, no sharp cut-off; inconclusive = no clear call, values can overlap the other calls; inactive = mostly below about 3.7%; also: not every result past the cut was called active; inactives centre near 0; reference of the scale not given here
Numbers without * were called inactive; i = inactive; ? = inconclusive; . = no result given; & = joins results of further samples. Rule as the data show it, unless noted: active = inhibition above about 30%; inconclusive = no clear call, values can overlap the other calls; inactive = below that. An excerpt; the hit share may differ from the screen's.

Structure,PrPC surface inh,BH1578 lux ind,SARS 3CLpro inh,PfHsp40 yeast,Anthrax LF prot,Y pestis TopoI,BoNT A protease,SSB-PriA inh,TcdB GH inh
CCOC(=O)C1CCN(C(=O)c2cccc(S(=O)(=O)N3c4ccccc4CC3C)c2)CC1 (stereo unspecified),10,0.7,.,1.3,-2,7,-0.5,0,1.8
O=C(Cc1ccc(S(=O)(=O)N2CCOCC2)s1)N1CCN(S(=O)(=O)c2ccccc2F)CC1,5,i,.,-1.1,-2,15,2.3,-2,1.0
CC(=O)c1ccc(NS(=O)(=O)c2cccc3cccnc23)cc1,-1,-0.8,.,.,2,7,-0.5,.,0.1
COC(=O)C(Cc1ccccc1)NC(=O)c1cc(=O)[nH]c2ccccc12 (stereo unspecified),-2,i,-1,0.2,-1,12,0.0,-3,0.0
COC(=O)c1cn(C(=O)c2ccc(C)c(C)c2)c2ccccc12,0,0.8,5,-0.3,2,9,0.3,2,0.5
O=C(NCCCc1ccccc1)C(=O)NCC1OCCN1S(=O)(=O)c1ccc(F)cc1 (stereo unspecified),1,-0.4,-3,0.3,0,8,-2.7,-4,-0.7
COc1cc(C2C(C#N)=C(N)N(N(C)C)C3=C2C(=O)CC(C)(C)C3)cc(OC)c1OC (stereo unspecified),3,i,4,1.8,-3,2,-13,0,-6.2
NCCOc1ccccc1OCCN,-2,0.2,0,-0.4,2,6,-0.5,1,1.3
CN(C)S(=O)(=O)c1ccc(C(=O)Nc2ccccc2OC(F)(F)C(F)F)cc1,.,-2.7,-3,0.1,0,-4,?,-13,1.5
O=C(NCC(=O)N(c1ccc(Cl)cc1)C(C(=O)NC1CCCC1)c1ccncc1)c1ccco1 (stereo unspecified),4,-0.3,0,-0.9,-8,3,-4.1,-11,1.2
CCc1ccc(NC(=O)C2=CC(c3ccc(OC)cc3)=NS(=O)(=O)N2C)cc1,-7,-0.2,2,-0.2,-4,1,-0.4,-12,76*
CCOc1ccccc1-n1c(COc2ccccc2)nnc1SCC(N)=O,-8,i,-6,-0.9,-4,8,0.8,-2,.
COc1cc(OC)c(N(C)S(=O)(=O)c2cccc(C(=O)OCC(=O)N(C)Cc3ccccc3)c2)cc1Cl,-3,-0.4,.,2.7,2,2,0.4,-2,0.9
Cc1cc(C(F)(F)F)nc(Nc2nc(C)c3ccccc3n2)n1,-7,-0.6,3,-0.1,0,1,0.1,4,.
O=C(c1ccc(Cl)c([N+](=O)[O-])c1)N(Cc1ccco1)C1CCS(=O)(=O)C1 (stereo unspecified),-7,i,6,-1.1,-1,2,0.1,-9,-0.9
COc1ccc(S(=O)(=O)N2CCCCC2)cc1NC(=O)c1ccccc1,3,i,.,-0.8,0,10,-2.0,-12,-0.7
CC(Nc1nc2ccccc2n2cnnc12)c1ccccc1 (stereo unspecified),7,i,5,-1.0,-4,9,-0.1,-17,1.5
COc1ccc(Nc2nc(N3CCN(C)CC3)nc3ccccc23)c(OC)c1,1,-0.4,0,0.5,-6,-6,0.2,-10,0.3
COc1cc(NS(C)(=O)=O)cc(OC)c1OC,-3,-1.0,4,-2.1,-10,11,-1.6,-20,-0.1
CCOC(=O)N1CCC(c2cc(=O)n3[nH]c(C)c(-c4ccc(F)cc4)c3n2)CC1,1,-0.2,2,-1.0,-11,3,-0.9,55*,0.8

Entries from the list above with a furan ring, fused or not:
Structure,PrPC surface inh,BH1578 lux ind,SARS 3CLpro inh,PfHsp40 yeast,Anthrax LF prot,Y pestis TopoI,BoNT A protease,SSB-PriA inh,TcdB GH inh
O=C(NCC(=O)N(c1ccc(Cl)cc1)C(C(=O)NC1CCCC1)c1ccncc1)c1ccco1 (stereo unspecified),4,-0.3,0,-0.9,-8,3,-4.1,-11,1.2
O=C(c1ccc(Cl)c([N+](=O)[O-])c1)N(Cc1ccco1)C1CCS(=O)(=O)C1 (stereo unspecified),-7,i,6,-1.1,-1,2,0.1,-9,-0.9

The listing continues:
Structure,PrPC surface inh,BH1578 lux ind,SARS 3CLpro inh,PfHsp40 yeast,Anthrax LF prot,Y pestis TopoI,BoNT A protease,SSB-PriA inh,TcdB GH inh
NC(=O)CSc1nnc([C@@H](N)Cc2c[nH]c3ccccc23)o1,-4,-0.5,-7,0.6,5,0,-1.0,-16,.
Cc1ccc(C(=O)NCC(=O)N2CCCN(C)CC2)cc1C,-8,-1.6,.,-0.2,5,-4,3.9,-15,-0.4
COc1ccccc1CNC(=O)C/C(C)=N/NC(=O)COc1ccc(C)cc1Br,2,-0.3,3,-3.0,1,33,-0.3,.,.
Cc1ccc(NC(=O)C2CCN(c3cnccn3)CC2)cc1C,7,-1.5,2,-1.1,-2,5,-0.4,6,0.9
N#CC(=NCc1cccnc1)C1=C(O)c2ccccc2C1=O,-14,i,8,-1.7,-3,-5,0.5,-15,1.2
Cc1cc(N2C(=O)C3CCCN3C2c2ccccc2)no1 (stereo unspecified),5,6.7,-4,0.8,-8,0,-0.3,2,.
CCSC(=O)CCCCCCCCCCCO,-1,4.3,-1,1.8,3,38,0.6,-31,.
CCn1c(SCC(=O)Nc2ccc(OC)cc2)nc2c1c(=O)n(C)c(=O)n2C,0,-0.6,1,-0.7,1,-2,1.2,-10,-0.6
CCNC(=O)C1(C)CCCN(Cc2cc3ccccc3o2)C1 (stereo unspecified),3,-0.3,.,.,-10,5,-0.3,.,1.0
COC(=O)c1sc2nc3c(cc2c1N)C(=O)CC(C)(C)C3,4,i,-2,-1.1,2,8,2.4,-1,-1.0
NC(=O)c1ccc(NC(=O)CCC(=O)c2cccs2)cc1,4,-1.6,2,-1.0,-5,-3,-1.2,0,0.6
NC(=O)c1nnn(-c2ccc([N+](=O)[O-])cc2)c1-c1ccccc1,-5,-0.5,11,-0.7,-13,-1,0.1,2,0.6
CC1(OC(=O)C2CCCC2)C(=O)C=C2C=C(c3ccsc3)N(Cc3ccccc3)C=C2C1=O (stereo unspecified),-19,i,.,-1.2,-8,35,1.8,-20,-0.1
Cc1c(C(=S)NC(=O)C2CC2)c(=O)n(-c2ccccc2)n1C,-3,i,-2,-0.5,1,-2,1.7,-5,1.0
Cc1ccc(C(=O)O)c(NC=O)c1OCc1ccccc1,-1,-0.9,.,-0.8,2,2,0.0,-7,-0.1
O=C(Nc1ccsc1C(=O)O)c1ccccc1Cl,7,i,-6,-1.5,20,1,0.6,-14,0.7
Cc1ccc(NS(=O)(=O)c2cccc(C(=O)NCC(c3cccs3)N3CCOCC3)c2)cc1 (stereo unspecified),1,i,.,-1.1,2,10,0.1,1,4.2
Cc1csc(N(C)C(=O)CSc2nnc(COc3cccc4ccccc34)o2)n1,7,i,-3,0.6,-5,18,-0.7,-4,.
CC1=C(C(=O)OCc2ccccc2)C(c2cccc(Br)c2)NC(=O)N1 (stereo unspecified),4,-1.5,1,-0.4,13,13,1.9,-3,0.7
CCOc1ccc(Br)cc1S(=O)(=O)N1CCCC1,8,2.0,0,-0.9,1,4,0.4,-25,.
O=C(CN1CCN(S(=O)(=O)c2ccc(Br)cc2)CC1)N/N=C/c1cccnc1,2,i,3,-0.9,-2,5,0.0,.,.
O=CNc1ccc2c(c1)Cc1cc([N+](=O)[O-])ccc1-2,-25,i,.,2.0,0,-20,1.3,-14,0.9
O=c1[nH]ncc(NCc2ccc(Cl)cc2)c1Cl,12,-1.8,2,-0.4,-3,1,1.2,-5,-4.2
Cc1ccccc1-c1ccc2n1Cc1cnnn1-c1ccccc1-2,1,i,.,3.5,-6,23,-0.6,2,-1.4
Cc1nc(C)c(C(=O)N/N=C/c2c[nH]c3ccccc23)s1,.,i,-6,-0.7,2,-2,-1.5,.,.
C=CCOc1ccc(C=CC(=O)c2c(O)c(OC)c(OC)c(OC)c2OC)cc1,-4,-8.3,.,1.8,-7,34,-0.5,-2,-0.1
CCC1(CC)NC(=O)N(CC(=O)OCc2nc3cc(C(=O)OC)ccc3c(=O)[nH]2)C1=O,3,i,.,-1.0,-2,-5,-0.2,-5,0.7
O=C(Nc1ccccc1)N1CCCN(Cc2c(F)cccc2Cl)CC1,1,0.2,4,0.5,-13,0,-1.0,-1,0.4
Cc1cccc(N2CCN(C(=O)c3cc4c(=O)n(C)c5ccccc5c4n3C)CC2)c1C,-4,-0.4,4,-0.1,-7,5,-0.3,-7,0.5
CC(=O)N1CCN(S(=O)(=O)c2cccc(C(=O)OCC(=O)NCc3ccccc3Cl)c2)CC1,6,0.2,.,.,2,12,-0.5,.,-0.3
Cc1ccc(Cc2ccc(C(=O)NNC(N)=S)o2)cc1,9,4.6,5,-0.8,-7,6,-0.4,-3,0.0
COC(=O)[C@H](CC(C)C)NC(=O)Cn1cnc(C(=O)Nc2ccc(C)c(C)c2)n1,0,-2.0,.,-0.5,-8,7,-0.5,-2,0.0
Cc1[nH]c2ccccc2c1/C=N/Nc1ccc([N+](=O)[O-])cc1,-2,i,-1,1.9,-25,-43,1.9,.,1.4
CSc1ccc(CN2C(=O)NC3(CCCCCC3)C2=O)cc1,1,-0.2,2,1.1,-3,-6,-0.6,1,0.8
CCN(CC)S(=O)(=O)c1ccc2oc(C(=O)NCc3ccc(C)cc3)c(C)c2c1,-1,-7.1,5,4.2,-1,0,-0.9,-12,1.0
CCN1C(=O)[C@@H]2[C@@H](c3ccc(-c4ccc(Cl)c(Cl)c4)c(OC)c3)N3CCCC[C@@]3(C(=O)OC)[C@@H]2C1=O,4,i,.,-1.3,2,7,0.7,-13,0.8
CCCCOC(=O)n1c(SCC(=O)N(CC)CC)nc2ccccc21,8,-0.1,3,0.2,-12,2,-5.2,-17,.
O=C(CNS(=O)(=O)c1cccs1)Nc1ccc2c(c1)OCCO2,16,i,-4,1.1,-4,-3,0.0,-2,.
CCC(C)(C)n1nnnc1C(c1ccccc1)N1CCc2ccccc2C1 (stereo unspecified),-6,-1.0,2,3.5,-2,20,0.0,-12,.
CC(=O)Nc1ccc(-c2csc(NC(=O)Cc3cccc(F)c3)n2)cc1,18,-0.3,3,0.1,0,-21,1.7,-4,-0.5
O=C(CN1CCN(C2CCCCC2)CC1)c1ccc2cc[nH]c2c1,-9,1.0,-1,0.4,3,11,0.2,9,-0.1
O=C(CCl)N1c2ccccc2Sc2ccc3ccccc3c21,.,-0.4,.,.,-2,14,-0.1,.,.
O=C(CCNC(=O)c1ccccc1)OCN1C(=O)c2ccccc2C1=O,1,1.3,-7,-1.7,0,7,-1.0,-10,.
O=C(CN1C(=O)S/C(=C\C=C\c2ccccc2)C1=O)NC1CCS(=O)(=O)C1 (stereo unspecified),-28,-0.3,2,0.6,0,16,1.9,8,-2.2
C=CCN1N=C(/C=C/c2ccccc2)CCC1=O,-2,0.3,-1,-0.1,-1,13,-2.2,-22,1.7
COc1ccc(CN2CCCC(C(=O)c3ccc(SC)cc3)C2)cc1Cn1cccn1 (stereo unspecified),-1,-3.3,-3,-0.7,-4,15,-0.6,-7,0.3
O=C(O)COc1ccc(/C=N/n2c(COc3ccccc3)nc3ccccc3c2=O)cc1,-3,i,0,-0.5,0,2,-0.1,.,0.8
CCOC(=O)c1cnc2c(Cl)cc(Cl)cc2c1NCCOCCO,-19,-0.4,0,0.1,0,21,1.7,8,.
CC(C)OCCCNC(=S)Nc1ccc2nc3n(c(=O)c2c1)CCCCC3,1,-0.5,5,-0.1,8,13,1.5,-4,0.8
O=C1Nc2ccc([N+](=O)[O-])cc2OC1CCN1CCN(Cc2ccc3c(c2)OCO3)CC1 (stereo unspecified),-15,-0.8,2,-2.2,2,11,4.2,17,-4.0
CCc1nnc(NC(=O)c2ccc(OC)cc2OC)s1,-4,i,0,1.3,-1,5,0.7,-6&-20,.
Cc1ccc(-c2c(C)n([O-])c3c([n+]2=O)CCCC3)cc1,-3,-0.2,-2,0.1,2,-13,0.1,-2,1.5
N=c1c(C(=O)NCc2ccco2)cc2c(=O)n3ccccc3nc2n1CCc1ccccc1,-27,i,1,-0.3,.,15,.,2,.
